Rpn11 inh = inhibitors of human proteasome Rpn11 | O00487 | human 26S proteasome, Ub4-pepOG fluorescence polarization; 20S core pre-blocked with epoxomicin | calls only at 20 µM | 360,000 compounds, 0.59% hits | AID 588493;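 active means inhibition at 20 µM, scaled to each plate's controls, above about 33%, limit read from the data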
Target sequence (O00487 whole entry, looked up): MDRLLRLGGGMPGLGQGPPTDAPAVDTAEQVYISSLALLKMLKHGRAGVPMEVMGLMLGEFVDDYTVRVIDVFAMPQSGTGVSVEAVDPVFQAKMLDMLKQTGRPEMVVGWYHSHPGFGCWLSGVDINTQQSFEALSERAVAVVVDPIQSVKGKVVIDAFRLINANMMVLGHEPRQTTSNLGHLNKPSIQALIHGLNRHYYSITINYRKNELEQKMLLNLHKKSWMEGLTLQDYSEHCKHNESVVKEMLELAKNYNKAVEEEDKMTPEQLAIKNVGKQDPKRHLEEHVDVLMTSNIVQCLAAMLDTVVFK
Scp1 inh = blocks human Scp-1 phosphatase activity | Q9GZU7 | Recombinant Scp1, phosphopeptide, malachite green phosphate absorbance | inhibition, % at 20 µM | 340,000 compounds, 0.88% hits | AID 493091;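 active means inhibition above about 50% at 20 µM, limit read from the data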;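 further: plate controls were DMSO wells with enzyme for no effect and wells lacking enzyme for full effect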
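Material: truncated SCP-1 phosphatase (76-261aa) / Buffer or medium: 50 mM Tris acetate pH 5.5, 0.005% Tween-20, 10 mM MgCl2 / Compound dosing: one concentration, 20 µM, with 1.0% DMSO / Incubation: 45 min room-temperature reaction, 5 min colour, 30 min stabiliser / Detection: colorimetric free-phosphate detection, absorbance 630 nm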
DNMT1 inh = DNMT1 (human) enzyme inhibition | inhibition (reported as % activation of signal), % at 10 µM | DNMT1 molecular beacon, Hinp1I cleavage, fluorescence | P26358 | 360,000 compounds, 0.83% hits; in the data active means inhibition above about 50%
MsrA inh = inhibits bovine methionine sulfoxide reductase A; 360,000 compounds, 0.75% hits; purified bovine MsrA, absorbance read-out; inhibition, % at 15.5 µM; in the data active means inhibition above about 4.5%;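 further: 0% = vehicle wells with enzyme and 100% = reference inhibitor wells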
STEP inh = STEP (human) phosphatase inhibition; recombinant STEP, OMFP fluorogenic substrate, fluorescence; inhibition, % at 20 µM; 360,000 compounds, 0.25% hits; AID 588621;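 active means inhibition at 20 µM, scaled per plate between control wells, above about 37%, limit read from the data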;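 further: 0% = DMSO with enzyme and substrate and 100% = substrate only without enzyme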
Target sequence (P54829 whole entry, looked up): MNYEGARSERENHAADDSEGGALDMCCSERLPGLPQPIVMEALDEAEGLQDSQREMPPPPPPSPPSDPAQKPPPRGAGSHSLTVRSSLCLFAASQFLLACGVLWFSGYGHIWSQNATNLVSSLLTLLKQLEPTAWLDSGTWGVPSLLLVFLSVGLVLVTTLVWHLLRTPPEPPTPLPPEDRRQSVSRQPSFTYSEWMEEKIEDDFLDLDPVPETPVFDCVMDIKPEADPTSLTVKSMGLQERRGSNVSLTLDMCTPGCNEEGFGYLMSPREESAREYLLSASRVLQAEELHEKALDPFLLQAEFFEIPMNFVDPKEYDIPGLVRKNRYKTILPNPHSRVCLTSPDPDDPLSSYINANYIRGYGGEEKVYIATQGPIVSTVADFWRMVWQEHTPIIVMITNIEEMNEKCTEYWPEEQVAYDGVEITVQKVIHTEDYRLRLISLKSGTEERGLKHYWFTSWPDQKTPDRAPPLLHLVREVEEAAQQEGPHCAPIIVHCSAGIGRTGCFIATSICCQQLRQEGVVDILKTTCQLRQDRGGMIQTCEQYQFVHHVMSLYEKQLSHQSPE
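Assay system: isolated STEP enzyme / Timing: 20 min at room temperature, dark / Doses: 20 µM, 1% DMSO / Technique: fluorescence intensity, excitation 480 nm, emission 540 nm / Reagent: fluorogenic phosphatase substrate OMFP at 25 µM final / Measure: percent inhibition scaled to no-enzyme and uninhibited-enzyme controls, plate-pattern corrected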
NadD inh = NadD (S. aureus) enzyme inhibition; inhibition, % at 20 µM; 360,000 compounds, 0.78% hits; purified NadD enzyme, colorimetric absorbance read-out; AID 602399; in the data active means inhibition above about 26%; further: some compounds past the cut are filed as inactive
TbMetRS inhib = Trypanosoma brucei MetRS inhibition; purified T. brucei MetRS, ATP depletion, Kinase-Glo luminescence; inhibition, % at 11.9 µM; 360,000 compounds, 0.4% hits;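 active means inhibition above a per-plate cutoff of the control wells' mean inhibition plus 3 SD, cut at about 5.5% in these data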;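 further: 0% = DMSO wells median and 100% = median of wells with control inhibitor compound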
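Material: parasite MetRS enzyme / Replication: singlicate, one well per compound / Signal: luminescence of leftover ATP / Schedule: 2 h aminoacylation at 25 °C after 15 min preincubation / Medium: HEPES-MgCl2-KCl buffer plus DTT, spermine, BSA, pyrophosphatase / Doses: 11.9 µM single point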
SUMO1 PPI mod = SUMO1-SIM interaction modulation. P63165. SUMO1 binding to a labelled peptide, TR-FRET, 1 h. inhibition, % at 20 µM. 360,000 compounds, 0.33% hits; in the data active means inhibition above about 37%
LMPTP block = blocks human LMPTP phosphatase. inhibition, % at 20 µM. AID 651560. 360,000 compounds, 0.22% hits. P24666. recombinant LMPTP-A, OMFP fluorogenic substrate, fluorescence intensity;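 active means compounds that cut the enzyme signal by at least half of the control window in the single-dose screen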;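 further: plate controls were DMSO wells with enzyme plus substrate for no effect and substrate without enzyme for full effect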
Target sequence (P24666 whole entry, looked up): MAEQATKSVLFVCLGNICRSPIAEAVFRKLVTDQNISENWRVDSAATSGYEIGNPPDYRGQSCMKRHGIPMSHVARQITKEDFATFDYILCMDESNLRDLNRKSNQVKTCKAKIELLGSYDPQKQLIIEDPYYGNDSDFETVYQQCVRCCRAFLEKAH
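Buffer or medium: Bis-Tris pH 6.0, DTT, detergent; Assay system: LMPTP-A enzyme; Quantity: 0.625 nM enzyme; Detection: endpoint fluorescence intensity; Times: 50 min dark incubation at room temperature; Controls: substrate-only low control, DMSO enzyme-plus-substrate high control; Doses: single 20 µM dose; Read-out: percent inhibition versus substrate-only and uninhibited controls; Reagent: 400 µM OMFP.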
CSN deneddyl inh = CSN deneddylation inhibition | Purified CSN, SCF-Nedd8-OG deneddylation, fluorescence polarization | inhibition, % at 12.5 µM | 360,000 compounds, 0.38% hits | AID 651999;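 active means pattern-corrected inhibition above about 35%, with an unprinted fluorescence ratio check between 0.5 and 1.5, limit read from the data, passing the limit was not always enough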;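 further: 0% = enzyme with substrate and 100% = substrate without enzyme; some results filed as inactive read as strong as hits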
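Test system: purified human Csn5 enzyme expressed in HEK293T cells. Amount: 0.24 nM enzyme. Reagent: SCFSkp2-Nedd8OG substrate at 10 nM final. Schedule: 90 min incubation of compound, enzyme and substrate at room temperature. Detection: fluorescence polarization. Read-out: % inhibition of substrate cleavage by Csn5.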
An asterisk follows results filed as active; i = inactive; nt = not tested or not shown.

SMILES	Rpn11 inh	Scp1 inh	DNMT1 inh	MsrA inh	STEP inh	NadD inh	TbMetRS inhib	SUMO1 PPI mod	LMPTP block	CSN deneddyl inh
Cc1n[nH]c(=O)c2c(NC(=O)CSc3nc4ccccc4c(=O)n3C(C)C)oc(C)c12	i	-7	-1	1.1	0	3	-0.4	-28	-6.7	3
COc1ccc(-c2csc(NC(=O)CSc3ncn[nH]3)n2)cc1OC	i	2	-3	1.9	-1	-4	-0.9	-1	0.0	-2
O=c1c(Cc2ccc(F)cc2)c(O)ccn1Cc1ccc(F)cc1	i	-5	2	0.2	0	-7	-0.2	0	0.6	-3
CN(CC(=O)Nc1cccc(F)c1)C(=O)c1cccnc1Sc1ccc(Cl)cc1	i	-4	-1	-0.4	-1	-10	-0.3	12	1.7	2
O=C(NCCS(=O)(=O)N1CCN(c2cccc(Cl)c2)CC1)c1ccc2c(c1)OCO2	i	-3	4	0.0	0	-3	-0.1	5	0.4	-4
Cc1ccc(C(=O)Oc2cc(C)[nH]c(=O)c2[N+](=O)[O-])cc1	i	-8	-1	-0.7	-3	-2	-0.5	-3	-0.2	-1
CCc1ccc(N(C(=O)c2snc(C(N)=O)c2N)C(C(=O)NC2CCCC2)c2ccco2)cc1 (configuration not stated)	i	-8	1	0.9	-1	2	-0.8	-3	1.5	2
CC(C)(CO)CNC(=O)CC1C(=O)NCCN1CC(c1ccccc1)c1ccccc1 (configuration not stated)	i	-2	-5	0.4	-1	1	0.6	2	-0.9	1
CCOc1ccccc1N(C(=O)c1snc(C(N)=O)c1N)C(C(=O)NC1CCCC1)c1cccs1 (configuration not stated)	i	-5	-3	0.7	2	6	0.0	-8	3.9	1
COc1ccc(/C=C(\NC(=O)c2ccccc2)C(=O)NCCN2CCOCC2)cc1OC	i	-5	-1	2.0	1	1	-0.3	-3	-1.4	-4
CCOc1ccc(NC(=O)Cn2nnc(C(=O)NCc3ccc4c(c3)OCO4)c2N)cc1	i	-4	6	-0.3	1	4	0.5	-2	0.2	-2
O=C(CN(Cc1ccccc1)C(=O)CNS(=O)(=O)c1ccc(F)cc1)NCC1CCCO1 (configuration not stated)	i	6	0	0.0	-1	-2	0.1	5	-0.8	-1
O=C(CNCc1cccs1)Nc1ccc(S(=O)(=O)N2CCCCC2)cc1	i	-4	5	-1.4	0	1	0.8	9	-0.2	-1
Cc1cccc(C(=O)NC(=S)Nc2cccc3nc(C)ccc23)c1	i	-5	-4	0.6	5	-4	-0.2	0	3.6	0
C[C@@H]1CN([C@H](C)CO)S(=O)(=O)c2ccc(C#Cc3ccccc3)cc2O[C@H]1CN(C)C(=O)Nc1ccc2c(c1)OCO2	i	nt	-15	1.3	-1	6	-2.5	0	2.3	3

12 structures out of the list, arranged by length of the SMILES, lowest first:
SMILES	Rpn11 inh	Scp1 inh	DNMT1 inh	MsrA inh	STEP inh	NadD inh	TbMetRS inhib	SUMO1 PPI mod	LMPTP block	CSN deneddyl inh
O=c1c(Cc2ccc(F)cc2)c(O)ccn1Cc1ccc(F)cc1	i	-5	2	0.2	0	-7	-0.2	0	0.6	-3
Cc1cccc(C(=O)NC(=S)Nc2cccc3nc(C)ccc23)c1	i	-5	-4	0.6	5	-4	-0.2	0	3.6	0
COc1ccc(-c2csc(NC(=O)CSc3ncn[nH]3)n2)cc1OC	i	2	-3	1.9	-1	-4	-0.9	-1	0.0	-2
O=C(CNCc1cccs1)Nc1ccc(S(=O)(=O)N2CCCCC2)cc1	i	-4	5	-1.4	0	1	0.8	9	-0.2	-1
CN(CC(=O)Nc1cccc(F)c1)C(=O)c1cccnc1Sc1ccc(Cl)cc1	i	-4	-1	-0.4	-1	-10	-0.3	12	1.7	2
CC(C)(CO)CNC(=O)CC1C(=O)NCCN1CC(c1ccccc1)c1ccccc1 (configuration not stated)	i	-2	-5	0.4	-1	1	0.6	2	-0.9	1
COc1ccc(/C=C(\NC(=O)c2ccccc2)C(=O)NCCN2CCOCC2)cc1OC	i	-5	-1	2.0	1	1	-0.3	-3	-1.4	-4
CCOc1ccc(NC(=O)Cn2nnc(C(=O)NCc3ccc4c(c3)OCO4)c2N)cc1	i	-4	6	-0.3	1	4	0.5	-2	0.2	-2
O=C(NCCS(=O)(=O)N1CCN(c2cccc(Cl)c2)CC1)c1ccc2c(c1)OCO2	i	-3	4	0.0	0	-3	-0.1	5	0.4	-4
Cc1n[nH]c(=O)c2c(NC(=O)CSc3nc4ccccc4c(=O)n3C(C)C)oc(C)c12	i	-7	-1	1.1	0	3	-0.4	-28	-6.7	3
CCOc1ccccc1N(C(=O)c1snc(C(N)=O)c1N)C(C(=O)NC1CCCC1)c1cccs1 (configuration not stated)	i	-5	-3	0.7	2	6	0.0	-8	3.9	1
C[C@@H]1CN([C@H](C)CO)S(=O)(=O)c2ccc(C#Cc3ccccc3)cc2O[C@H]1CN(C)C(=O)Nc1ccc2c(c1)OCO2	i	nt	-15	1.3	-1	6	-2.5	0	2.3	3

(list continues)
SMILES	Rpn11 inh	Scp1 inh	DNMT1 inh	MsrA inh	STEP inh	NadD inh	TbMetRS inhib	SUMO1 PPI mod	LMPTP block	CSN deneddyl inh
Cc1ccc(NC(=O)CN(C)C(=O)COc2ccc(Br)cc2)cc1	i	nt	0	-1.8	0	1	0.3	-2	-1.3	-5
CCC(=O)Nc1cc(C(=O)O)ccc1Sc1ccccc1	i	12	-2	-0.9	0	-4	-0.3	1	-0.5	6
CNC[C@H]1Oc2ccc(NC(=O)Nc3ccccc3)cc2CC(=O)N([C@H](C)CO)C[C@H]1C	i	5	-4	-0.5	0	-2	-0.1	3	0.6	6
S=c1[nH]nc(-c2cccnc2)n1/N=C/c1cccs1	i	-2	-1	0.3	7	1	0.1	-12	0.0	-3
CC1=C(C(=O)OC(C)C)C(c2cccc([N+](=O)[O-])c2)n2c(cc(=O)[nH]c2=S)N1 (configuration not stated)	i	-9	-1	-0.9	2	-3	-0.1	-9	-3.6	-5
CCc1cccc(CC)c1NC(=O)CN1CCN(S(=O)(=O)c2ccccc2)CC1	i	-2	2	0.0	-2	2	-0.4	1	-1.4	4
CC(=O)Nc1ccccc1C(=O)C(=O)Nc1ccc(C(=O)NCC2CCCO2)cc1 (configuration not stated)	i	2	-1	2.1	4	1	-0.3	-2	-2.2	15
COCC1CCN(Cc2cn[nH]c2-c2cc3ccccc3o2)C1 (configuration not stated)	i	-3	-2	0.8	5	0	-0.1	-3	6.2	-7
CCOC(=O)N1CCC(NC(=O)c2ccc(CS(=O)(=O)c3ccc(OC)cc3)o2)CC1	i	3	6	-1.1	-2	2	-0.9	9	-1.9	-3
CCc1[nH]c(=O)c(C#N)c2c1CSC(C)(C)C2	i	-8	-5	nt	-3	-1	0.2	-2	-1.1	-4
COc1ccc(N2CCN(C(=O)CN(c3cccc(OC)c3)S(=O)(=O)c3ccccc3)CC2)cc1	i	-5	0	-0.1	2	4	0.4	2	2.8	5
CCn1cnc2c1c(=O)n(CC(=O)Nc1ccc(C(N)=O)cc1)c(=O)n2Cc1ccccc1	i	-6	-9	1.6	-3	-1	-0.2	3	0.4	3
COc1cc(CN2C(=O)C(C)ON=C2c2ncccc2C)cc(OC)c1 (configuration not stated)	i	nt	0	0.2	0	0	-0.3	0	-1.2	-4
O=C(N/N=C/c1cccc(O)c1)c1ccc(COc2cccc3cccnc23)cc1	i	-6	-4	1.3	2	6	-0.2	1	1.3	-4
CSCCC(NC(=O)c1cncc(Br)c1)C(=O)O (configuration not stated)	i	-3	0	-1.3	1	-1	-0.4	-4	-0.4	6
CCOC(=O)C1CCCN(C(=O)c2cc(-c3ccccc3)on2)C1 (configuration not stated)	i	-5	2	0.5	-1	2	-1.3	0	-0.8	0
c1ccc(-c2onc(-c3ccco3)c2-c2ccc3[nH]ccc3c2)cc1	i	-7	-25	-0.3	-3	3	-0.1	8	3.7	4
CN(CCC#N)C(=O)COC(=O)c1ccccc1C(=O)c1ccc(Cl)c([N+](=O)[O-])c1	i	-6	2	-0.5	1	-2	-0.1	-19	-0.6	-14
O=C(CS(=O)(=O)c1ccccc1)NCc1ccco1	i	6	4	-0.5	-1	1	0.5	2	-0.2	-8
CCCN(CCC)S(=O)(=O)c1ccc(N2CCCC2=O)c([N+](=O)[O-])c1	i	-10	4	-0.2	-5	-3	-0.5	-12	-0.9	-5
Cc1cc(C)cc(NC(=O)C2(c3ccccc3)CC2(Cl)Cl)c1 (configuration not stated)	i	-17	-1	1.2	4	-4	-0.4	4	2.7	-2
CCCn1c(SCC(=O)/C(C#N)=C(\C)N)n[nH]c1=O	i	3	0	1.3	-3	-1	-1.7	2	-3.9	2
O=C(NCCSC1CCCCC1)c1ccccc1	i	-4	1	-0.1	-2	4	-0.8	1	-1.8	-1
COc1ccccc1OCC(=O)N1CCNC1=O	i	0	2	-0.8	-2	2	-0.3	5	-0.2	-3
O=C(O)c1ccc(NC(CSCc2cccc(F)c2)C(=O)O)c([N+](=O)[O-])c1 (configuration not stated)	i	-8	18	0.5	1	1	0.0	-25	0.5	-2
CCN(CC)CCNC(=S)Nc1ccc2nc3n(c(=O)c2c1)CCCCC3	i	-4	0	-0.5	5	-4	-0.3	2	-2.2	3
CC1CN(CN2C(=O)c3ccccc3C2=O)CC(C)O1 (configuration not stated)	i	-2	1	-1.3	0	-1	0.2	-3	-2.2	-2
O=C(NC(=O)N1CCCCCC1)c1ccccc1	i	3	0	-0.4	-4	-6	0.1	4	-1.5	4
Cc1cc(CNC(=O)C2(C(F)(F)F)CC(CCCO)CCCO2)nn1C (configuration not stated)	i	-5	3	0.6	2	-6	-0.2	-5	-0.8	3
COc1ccc(N2C(=O)CCC(C(=O)O)C2c2ccc(OC)c(OC)c2)cc1 (configuration not stated)	i	-2	1	-0.2	-1	-3	-0.3	-5	-0.9	-4
O=C(NCc1cccs1)c1ccc2sc(COCCO)nc2c1	i	nt	2	-1.0	0	-1	0.0	-4	0.4	2
CCOc1cc(/C=C(/C#N)c2ccc(F)cc2)ccc1OCc1ccc(C(=O)O)o1	i	-2	-1	6.7*	-2	-3	3.2	-7	0.4	-2
CCN(CC)c1ccc2c(c1)OC(N)=C(C#N)C2c1cccnc1 (configuration not stated)	nt	6	13	-0.1	-18	3	0.4	-22	6.4	71
